TR-FRET SRC-2 ct: TR-FRET artefact, counter-screen to PPARgamma/SRC-2 agonist assay; 200,000 tested, 0.4% active; TR-FRET ratio at 8 µM; hits give high values; in the data active means TR-FRET ratio above about 2000; further: inactives centre near 1500; reference of the scale not given here
PPARg SRC-2 ag: PPARgamma-driven SRC-2 recruitment agonism. activation, % at 8 µM. P37231. PPARgamma LBD-SRC-2 recruitment, biochemical. 200,000 tested, 0.34% active; in the data active means activation above about 22%;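 further: 0% = vehicle and 100% = reference agonist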
PPARg SRC-3 ag: PPARgamma-driven SRC-3 recruitment agonism | P37231 | biochemical PPARgamma/SRC-3 coactivator recruitment assay | activation, % at 8 µM | 200,000 tested, 0.26% active; in the data active means activation above about 23%;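 further: 0% = DMSO and 100% = reference agonist; some compounds past the cut are filed as inactive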
TLR4-MyD88 BLA: blocks binding of human TLR4 to MyD88. O00206+Q99836. HeLa CL3-4 TLR4/MyD88 BLA complementation, FRET ratio. inhibition, % at 8.4 µM. 200,000 tested, 0.18% active; in the data active means inhibition above about 25%;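 further: 0% = vehicle and 100% = reference inhibitor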
Target sequence (O00206 whole entry, looked up): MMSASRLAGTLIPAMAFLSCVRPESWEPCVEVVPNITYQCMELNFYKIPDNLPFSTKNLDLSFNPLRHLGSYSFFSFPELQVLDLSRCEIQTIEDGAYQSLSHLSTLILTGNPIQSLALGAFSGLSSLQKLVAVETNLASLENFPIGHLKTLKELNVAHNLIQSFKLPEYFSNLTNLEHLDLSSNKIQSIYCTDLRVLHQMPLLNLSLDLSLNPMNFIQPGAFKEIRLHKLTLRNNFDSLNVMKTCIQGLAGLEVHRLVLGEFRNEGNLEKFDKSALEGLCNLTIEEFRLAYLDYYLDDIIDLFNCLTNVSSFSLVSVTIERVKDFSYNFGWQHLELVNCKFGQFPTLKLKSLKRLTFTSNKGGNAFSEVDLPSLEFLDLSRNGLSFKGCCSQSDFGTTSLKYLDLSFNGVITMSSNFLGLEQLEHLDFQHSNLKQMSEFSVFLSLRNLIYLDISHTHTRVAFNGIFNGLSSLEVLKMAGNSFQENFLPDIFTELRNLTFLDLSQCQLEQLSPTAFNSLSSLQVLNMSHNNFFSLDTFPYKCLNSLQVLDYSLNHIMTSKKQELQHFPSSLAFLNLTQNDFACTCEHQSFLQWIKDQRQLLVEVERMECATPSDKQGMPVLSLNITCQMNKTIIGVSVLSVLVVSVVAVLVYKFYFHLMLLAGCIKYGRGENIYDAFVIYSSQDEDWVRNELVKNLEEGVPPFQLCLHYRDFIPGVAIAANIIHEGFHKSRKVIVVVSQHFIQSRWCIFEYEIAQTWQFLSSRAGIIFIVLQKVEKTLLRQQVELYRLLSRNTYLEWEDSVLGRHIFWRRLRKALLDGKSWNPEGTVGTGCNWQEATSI
Target sequence (Q99836 whole entry, looked up): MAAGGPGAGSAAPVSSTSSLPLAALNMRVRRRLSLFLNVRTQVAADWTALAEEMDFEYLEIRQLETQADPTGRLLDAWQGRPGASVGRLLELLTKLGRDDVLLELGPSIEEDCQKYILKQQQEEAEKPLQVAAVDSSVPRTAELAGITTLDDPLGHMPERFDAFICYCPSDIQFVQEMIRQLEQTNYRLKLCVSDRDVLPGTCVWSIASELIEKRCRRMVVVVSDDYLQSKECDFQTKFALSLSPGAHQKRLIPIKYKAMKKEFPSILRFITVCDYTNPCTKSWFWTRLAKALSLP
bIAP inh: intestinal alkaline phosphatase (bovine) inhibition; 190,000 tested, under 10 active; inhibition, % at 20 µM; purified bovine IAP, CDP-star luminescence, 30 min; AID 1019;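 active means over 50% inhibition of intestinal alkaline phosphatase at 20 µM in the single-dose screen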
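System: purified bovine intestinal alkaline phosphatase (IAP) enzyme; Input: IAP diluted 1/65,000,000 in the well; Measured by: CDP-star luminescence signal; Compound dosing: 20 µM single dose; Incubation: 30 min reaction at room temperature.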
PPARg SRC1 recr: agonists of human PPARgamma SRC-1 coactivator recruitment | P37231 | PPARgamma-SRC-1 coactivator recruitment biochemical assay | activation, % at 8 µM | 200,000 tested, 0.41% active | AID 631; in the data active means activation above about 19%;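 further: 0% = DMSO and 100% = reference agonist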
Lmaj promast: reduces viability of Leishmania major promastigotes; 200,000 tested, 9% active; resazurin fluorescence viability; inhibition, % at 10 µM; in the data active means inhibition above about 50%;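 further: promastigotes grown with compound for 44 hours at 28 °C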
S1P3 antagonist: antagonists of human S1P3 receptor; Q99500; CHO S1P3 NFAT-BLA reporter, FRET fluorescence, antagonist mode; inhibition, % at 4.98 µM; 170,000 tested, 0.27% active; AID 485;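 active means inhibition above the plate cutoff, the mean inhibition of test wells on that plate plus 3 SD, cut at about 28% in these data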;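 further: cells challenged with S1P at its EC80 of 0.8 µM; blue over green emission ratio from cleaved BLA substrate after 4 h stimulation; 0% = S1P-stimulated wells and 100% = unstimulated DMSO-only wells; some compounds past the cut are filed as inactive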
ROMK mod: human ROMK K+ channel modulation, primary screen. P48048. Tet-inducible ROMK, thallium flux fluorescence; actives lie on both sides. B-score at 10 µM. 130,000 tested, 2% active;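 active means signal ratio slope over the read window, or its plate-corrected B-score, at least 3 SD from the plate mean, either direction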;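 further: B-score of the F/F0 ratio slope over 7 to 12 s after thallium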
Redox H2O2 prof: compounds producing H2O2 with reducing agent – biochemical, NIH compound library profiling, artefact control for MLSCN library redox annotation, primary screen; 200,000 tested, 0.03% active; activation, % at 10 µM; AID 878; DTT-dependent redox cycling H2O2, phenol red/HRP absorbance; 100% = 100 µM peroxide control, 0% = buffer;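 active means activation of at least 50% relative to the plate's high and low controls in the primary single-dose screen; inactive means activation below 50%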;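 further: compound incubated with DTT at 0.8 mM final as the reducing agent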
bIAP act: increases bovine intestinal alkaline phosphatase activity; purified bovine IAP, CDP-star luminescence, 30 min; hits give high values; fold of DMSO-control signal, blank-subtracted; activation factor at 20 µM; 200,000 tested, 0.17% active; AID 1016;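 active means activation factor of 2 or more at 20 µM, a signal rise over negative controls twice the positive control's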
Numbers without * were called inactive; . = not tested or not shown.

SMILES	TR-FRET SRC-2 ct	PPARg SRC-2 ag	PPARg SRC-3 ag	TLR4-MyD88 BLA	bIAP inh	PPARg SRC1 recr	Lmaj promast	S1P3 antagonist	ROMK mod	Redox H2O2 prof	bIAP act
CC(C)C(=O)Nc1nnn(C)n1	1575	2.2	-14.1	4.3	0.5	6.3	-3.8	-34.9	0.916	0.2	1
COc1ccc2c(c1)CC[C@@H]1[C@@H]2CC[C@]2(C)C(=O)CC[C@@H]12	1534	1.0	-0.9	1.0	21.5	6.6	0.3	-8.8	.	-0.5	0.8
CC(C)Oc1ccc(C2NC(=O)NC2=O)cc1 (stereo not given)	1642	3.6	-13.3	-6.5	1.3	6.8	-0.2	-33.0	.	0.3	1
CC1=C(C(=O)OC(C)C)C(C)C(C(=O)OC(C)C)=C(C)N1	1697	9.1	-0.1	8.0	-7.6	6.3	1.6	11.4	.	-2.8	1.1
Cc1ccc(S(=O)(=O)N2CCOCC2)cc1NC(=O)COC(=O)CNC(=O)c1ccccc1	1667	1.1	-2.7	3.9	3.9	-1.6	43.0	-3.1	0.719	0.4	1
CCOC(=O)N1CCN(C(=O)COc2cccc3c2CCN(Cc2ccc(F)cc2)C3=O)CC1	1400	-8.9	-0.5	-6.6	12.0	-7.1	-3.4	1.7	.	0.3	0.9
CN(C(=O)CN1CCC(NC(=O)C2CCCCC2)CC1)C1CCCCC1	1514	0.0	-2.2	-9.2	-52.8	-2.4	0.4	37.5	.	-6.6	1.5
COc1cc(/C=N/NC(=O)CN2CCOCC2)ccc1OCc1ccccc1	1594	1.4	-5.0	1.1	4.5	4.3	-3.3	15.7	-0.827	1.0	1
c1ccc2c(Nc3nc4c(s3)CCCC4)cccc2c1	1344	2.2	-9.3	-3.4	4.7	3.5	8.2	.	.	4.0	1
O=C(CNS(=O)(=O)c1ccc(Br)cc1)OCc1cc(=O)n2cc(Br)ccc2n1	1487	2.3	1.9	-10.0	2.5	-9.3	-8.8	-6.5	-0.503	0.2	1
CCOC(=O)C1CCCN(c2c(NCCCN3CCCC(C)C3)c(=O)c2=O)C1 (stereo not given)	1530	1.8	-7.6	3.4	-7.2	-2.1	3.5	-12.9	.	-0.6	1.1
Cc1ccc(NC(=S)N(CCN2CCCCC2)Cc2ccco2)cc1C	1588	-0.1	-1.1	-2.4	6.3	6.1	13.2	-4.3	-0.956	-2.8	0.9
Fc1cccc(-c2cc3nc4c(c(N5CCOCC5)n3n2)CCCC4)c1	1397	1.2	2.1	12.3	-11.2	1.2	7.0	42.6	.	-2.1	1.1
CC(=O)c1ccc(Oc2cc(C(F)(F)F)cnc2C(N)=O)cc1	1704	3.3	1.7	-2.8	-6.8	4.0	-8.0	3.2	0.577	4.5	1.1
CCOc1ccc(-c2nc(CCl)cs2)cc1	1770	11.8	6.7	5.1	-13.8	6.5	15.4	-15.2	-0.00154	-1.1	1.1
CC(C)C1=C2CCCCC2NC(=O)N1 (stereo not given)	1574	8.5	8.6	-5.5	11.7	2.1	-5.5	-52.1	.	0.0	0.9
CN1CCN(NC(=S)Nc2ccccc2)CC1	1701	9.2	5.0	-0.2	-2.5	9.1	1.1	-5.0	1.82	-0.5	1
O=C(Cn1nnc(-c2ccc(S(=O)(=O)N3CCCC3)cc2)n1)Nc1ccccc1-n1cccc1	1450	-7.2	-0.2	-2.6	17.7	-1.3	95.5*	-6.0	0.241	0.0	0.8
CN1C(=O)N(C)C2(c3ccccc3)NC(=O)NC12c1ccccc1 (stereo not given)	1675	8.4	0.9	-0.2	4.2	-0.3	-8.8	-28.0	.	1.0	1
Cc1ccc(/C=N/NC(=O)CNC(=O)c2ccc(S(=O)(=O)N(C)C)cc2)cc1	1706	3.0	5.0	2.9	-3.2	2.8	48.3	-7.0	0.262	-0.2	1
Cc1cc(C)cc(NC(=O)N2CCCC2C(=O)NCc2ccco2)c1 (stereo not given)	1663	3.4	2.8	-1.0	-3.1	11.5	1.6	-24.2	0.137	-0.5	1
CCn1c2ccccc2c2cc(NC(=O)COC(=O)c3cc(OC)c(OC)cc3OC)ccc21	1648	6.2	4.9	-6.6	29.3	-0.6	0.4	-13.7	.	1.2	0.7
COc1ccc2nc(NC(=O)c3cnccn3)sc2c1	1270	-2.7	-2.6	5.6	-14.0	-0.9	18.4	-4.7	0.76	0.1	1.1
CC1CC(=O)C(C2c3ccccc3CCN2C(=O)CCl)C(=O)C1 (stereo not given)	1462	-3.0	3.2	6.2	6.9	6.4	50.5*	-15.2	.	0.2	0.9
Cn1c(N)c(C(=O)COC(=O)c2cccnc2Cl)c(=O)n(C)c1=O	1508	-4.4	-5.9	-6.2	-6.3	-2.1	0.6	-8.0	.	-0.1	1.1
COc1cc(OC)nc(Oc2ccccc2C(=O)Oc2ccc(C)cc2)n1	1445	0.3	10.4	1.6	-2.0	1.7	6.4	.	.	13.6	1
Cc1ccc(NC(=O)c2cc3c(s2)CCCC3)cc1S(=O)(=O)Nc1ccccc1Cl	1785	6.0	4.7	4.2	3.1	3.3	18.7	10.2	.	0.4	1
CC(=O)Nc1ccc(S(=O)(=O)Nc2nc3n(n2)C(c2ccccc2)CC(=O)N3)cc1 (stereo not given)	1372	-1.6	-5.4	3.8	11.0	2.0	-5.7	.	-0.183	1.1	0.9
O=C(CCc1nnc(-c2ccccc2)o1)NCc1cc(F)ccc1F	1546	2.0	3.0	-5.5	1.6	3.3	-2.9	10.5	0.687	10.4	1
CCC(=O)Nc1nc2n(n1)C(c1ccc(OC)cc1)C=C(c1ccccc1)N2 (stereo not given)	1646	3.7	10.3	14.4	-19.1	2.9	-5.1	.	-2.35	-0.1	1.2
Cc1c(S(=O)(=O)Nc2ccc3c(c2)OCCO3)c(=O)n(C)c(=O)n1C	1609	4.2	6.6	-3.8	1.7	5.7	-7.0	-25.8	.	-0.6	1
N#Cc1c(N)nc2c(c1-c1ccc3c(c1)OCO3)CCc1ccccc1-2	1527	-2.0	2.7	-11.2	5.0	0.5	26.7	-5.7	0.873	-0.1	0.9
CC(=O)c1ccc(NC(=O)CSc2ccc3nnc(-c4cccnc4)n3n2)cc1	1751	-1.0	1.9	0.9	-9.7	1.9	1.5	-0.1	0.13	-0.8	1.1
CCOc1ccc2c(c1)sc1nc(C(=O)OC)cc(=O)n12	1361	-2.8	-1.3	0.1	.	-1.2	-6.8	6.3	.	1.9	.
CNC(=O)c1ccc(Nc2nnc(-c3ccc(C)c(S(=O)(=O)NCC4CCCO4)c3)c3ccccc23)cc1 (stereo not given)	1554	-6.8	-7.1	2.4	-16.8	0.4	-4.1	7.7	.	0.7	1.2
CN(C1CCCCC1)S(=O)(=O)c1ccc(S(=O)(=O)N2CCCC2)cc1	1539	3.0	1.1	2.6	11.7	-7.5	-3.8	0.7	-0.017	2.5	0.9
NC(=O)COc1ccccc1C(=O)O	1526	2.3	1.5	-13.2	-5.6	-1.4	-5.5	-11.8	0.456	-0.2	1.1
NC1=C(c2ccc([N+](=O)[O-])cc2)C(=O)CO1	1549	-3.7	3.4	1.2	-17.4	5.3	21.4	-2.0	1.27	0.0	1.2
O=C(Cc1c(F)cccc1Cl)NCC1CCCO1 (stereo not given)	1565	-4.0	-0.6	-16.6	4.6	-1.3	-3.9	3.5	.	0.7	1
CN1CCN(C(=O)c2cc3c(ccc4ccccc43)oc2=O)CC1	1525	4.2	-4.3	14.1	-9.1	-2.7	0.5	-2.9	.	2.4	1.1
O=S(=O)(c1ccccc1)N(CC1CO1)c1ccccc1 (stereo not given)	1420	-10.7	2.9	-17.0	11.6	-6.9	11.8	-14.3	0.753	-1.6	0.9
O=C(Cn1cnc2c(cnn2-c2ccc(F)cc2)c1=O)OCc1ccccc1	1457	-0.2	3.2	-7.6	9.9	-6.5	-5.9	-26.0	.	0.1	0.9
COc1ccc(N2CCN(c3nc(Nc4ccc(C)c(F)c4)nc(N4CCCC4)n3)CC2)cc1	1700	4.9	4.1	-14.8	8.7	6.4	44.8	14.5	1.61	0.5	0.9
Cn1cc([N+](=O)[O-])c(C(=O)Nc2nc(-c3ccc(Cl)cc3)cs2)n1	1472	9.7	-2.6	20.8	8.6	3.1	10.3	.	.	0.2	0.9
CCCCCCCCNC(=S)NCCN1CCCCC1	1850	3.6	2.2	6.2	41.0	3.0	97.4*	7.6	-2.59*	-0.8	0.6
O=C(C1CCC1)N(CCc1ccccc1)Cc1nc2ccccc2c(=O)[nH]1	1595	-9.7	3.2	-12.3	-8.3	2.8	1.9	12.0	-0.669	1.6	1.1
Cc1c(/C=N/NC(=O)COc2ccccc2[N+](=O)[O-])c2ccccc2n1C	1456	2.6	0.8	-1.8	-0.7	6.2	56.0*	0.5	-0.103	0.7	1
CCC(=O)Nc1c(S(=O)(=O)c2ccccc2)c2nc3ccccc3nc2n1Cc1ccccc1	1493	-8.6	6.1	-10.3	10.0	-6.1	32.2	10.8	0.735	0.0	0.9
CC1(C#CC[N+]2(C)CCCCC2)CCC2C(O1)c1ccccc1OC2(C)C (stereo not given)	1590	-4.2	0.8	-3.1	-16.5	2.2	4.9	-15.4	-0.151	-0.5	1.2
CCOc1ccccc1OCCCOc1ccc(C)cc1Br	1578	-2.1	12.0	8.5	7.4	1.4	2.0	.	-0.434	-5.2	0.9
COc1cc(SC)ccc1C(=O)NCCOc1c(C)cc(C)cc1C	1562	10.0	8.8	-12.2	12.4	-0.1	3.5	.	.	-9.8	0.9
COc1cccc(-c2nc(S(=O)(=O)c3ccccc3)c(N3CCOCC3)o2)c1	1534	-4.5	-0.6	0.1	-0.8	3.5	14.0	11.6	-0.422	-3.0	1
CCC(Sc1nc2cc(OC)c(OC)cc2c(=O)n1CCc1ccc(OC)c(OC)c1)C(=O)NCCOC (stereo not given)	1558	-6.6	5.1	-2.8	-8.4	0.2	79.6*	-15.8	0.229	-1.1	1.1
CNC(=S)N(Cc1ccco1)Cc1cc2cc3c(cc2[nH]c1=O)OCCO3	1716	4.5	-1.7	2.8	-0.7	1.5	-1.9	10.2	.	0.1	1
NC(=O)c1ccc(NC(=O)COC(=O)C2(c3ccccc3F)CCCC2)cc1	1656	3.0	3.8	-3.7	0.8	4.7	-0.4	-22.4	-12.8*	-0.8	1

Some values from the entries so far:
ROMK mod, O=C(C1CCC1)N(CCc1ccccc1)Cc1nc2ccccc2c(=O)[nH]1 reads -0.669
bIAP act, CCC(Sc1nc2cc(OC)c(OC)cc2c(=O)n1CCc1ccc(OC)c(OC)c1)C(=O)NCCOC (stereo not given) reads 1.1
Lmaj promast, CCC(=O)Nc1c(S(=O)(=O)c2ccccc2)c2nc3ccccc3nc2n1Cc1ccccc1 reads 32.2

Whole records, looked up by structure. Values in the order: TR-FRET SRC-2 ct, PPARg SRC-2 ag, PPARg SRC-3 ag, TLR4-MyD88 BLA, bIAP inh, PPARg SRC1 recr, Lmaj promast, S1P3 antagonist, ROMK mod, Redox H2O2 prof, bIAP act
COc1ccc(N2CCN(c3nc(Nc4ccc(C)c(F)c4)nc(N4CCCC4)n3)CC2)cc1 is listed with 1700, 4.9, 4.1, -14.8, 8.7, 6.4, 44.8, 14.5, 1.61, 0.5, 0.9
CNC(=S)N(Cc1ccco1)Cc1cc2cc3c(cc2[nH]c1=O)OCCO3 is listed with 1716, 4.5, -1.7, 2.8, -0.7, 1.5, -1.9, 10.2, ., 0.1, 1
